Source: PubChem BioAssay
BioA inh – blocks M. tuberculosis BioA enzyme activity; purified M. tuberculosis BioA enzyme, plate reader; inhibition, % at 9.99 µM; hit rate 0.096% among 360,000; in the data active = inhibition above about 40%; inconclusive = no clear call, values can overlap the other calls
PfHsp40 rescue – rescue of PfHsp40-mediated yeast toxicity; S. cerevisiae expressing PfHsp40, growth rescue, ATP luminescence; growth rescue, % at 12.5 µM; hit rate 0.68% among 340,000; AID 504582; in the data active = growth rescue above about 28%, passing the limit was not always enough; inconclusive = no clear call, values can overlap the other calls;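 also: yeast W303a lacking pdr1 and pdr3 grown in galactose medium; growth measured after three days at 30 °C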
FBA Mtb inh – inhibits M. tuberculosis FBA enzyme. inhibition, % at 1 µM. purified M. tuberculosis FBA, fluorescence read-out. AID 588726. P9WQA3. hit rate 2.3% among 360,000; in the data active = inhibition above about 27%;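 also: 0% = vehicle and 100% = reference inhibitor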
Target sequence (P9WQA3 whole entry, looked up): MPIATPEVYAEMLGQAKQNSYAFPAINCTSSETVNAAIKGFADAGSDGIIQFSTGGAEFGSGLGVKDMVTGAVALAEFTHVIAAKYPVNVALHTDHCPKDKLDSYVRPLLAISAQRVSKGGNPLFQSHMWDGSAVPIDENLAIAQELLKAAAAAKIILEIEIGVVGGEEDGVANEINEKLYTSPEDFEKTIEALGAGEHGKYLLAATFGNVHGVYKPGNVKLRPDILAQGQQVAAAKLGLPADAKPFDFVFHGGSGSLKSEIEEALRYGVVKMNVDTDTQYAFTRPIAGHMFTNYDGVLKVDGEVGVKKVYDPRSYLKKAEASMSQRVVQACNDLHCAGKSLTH
BoNT-A LC inh2 – BoNT A light chain protease inhibition; multiplex microsphere protease substrate cleavage, flow cytometry; hit rate 0.17% among 360,000; AID 588499; inhibition, % at 10 µM; also: plate controls were buffer without enzyme for full effect and enzyme alone for no effect
GDH-TPI inh – inhibits GDH-TPI coupling enzymes, artifact for Mtb FBA screen. GDH-TPI coupled enzyme counterscreen, NADH absorbance. inhibition, % at 4.8 µM. hit rate 1.2% among 360,000. AID 588335; in the data active = inhibition above about 30%;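 also: 0% = DMSO wells and 100% = wells lacking the enzyme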
BoNT-F LC inh – inhibitors of Botulinum neurotoxin F light chain protease; Multiplex microsphere protease cleavage assay, flow cytometry; inhibition, % at 10 µM; hit rate 0.22% among 360,000; in the data active = inhibition above about 35%, passing the limit was not always enough; inconclusive = no clear call, values can overlap the other calls; also: plate controls were buffer without enzyme for full effect and enzyme alone for no effect
UGM FP inh – Mtb UDP-galactopyranose mutase inhibition | AID 504406 | inhibition, % at 10 µM | hit rate 0.06% among 320,000 | purified UGM, fluorescence polarization probe displacement; in the data active = inhibition above about 10%, passing the limit was not always enough; inconclusive = no clear call, values can overlap the other calls
Target sequence (P9WIQ1 whole entry, looked up): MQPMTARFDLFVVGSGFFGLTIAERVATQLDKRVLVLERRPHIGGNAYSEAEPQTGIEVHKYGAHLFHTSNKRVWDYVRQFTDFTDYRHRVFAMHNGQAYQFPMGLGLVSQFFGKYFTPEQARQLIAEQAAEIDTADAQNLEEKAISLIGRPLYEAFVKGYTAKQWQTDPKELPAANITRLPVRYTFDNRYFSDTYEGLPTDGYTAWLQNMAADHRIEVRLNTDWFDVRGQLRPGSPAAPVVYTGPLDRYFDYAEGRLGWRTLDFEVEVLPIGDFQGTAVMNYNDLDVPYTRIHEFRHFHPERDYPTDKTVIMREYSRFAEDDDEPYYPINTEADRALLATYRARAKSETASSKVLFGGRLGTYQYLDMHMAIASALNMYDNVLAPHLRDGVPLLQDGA
FadD28 binding – inhibitors of Mycobacterium tuberculosis FadD28 bisubstrate binding; FadD28 bisubstrate probe binding, fluorescence polarization; inhibition, % at 12.5 µM; hit rate 0.22% among 360,000; AID 588549; in the data active = inhibition above about 8.5%, passing the limit was not always enough; inconclusive = no clear call, values can overlap the other calls
Anthrax LF inh2 – anthrax lethal factor protease inhibition | P15917 | multiplex microsphere protease cleavage assay, LF | inhibition, % at 10 µM | hit rate 0.12% among 360,000; also: plate controls were buffer without enzyme for full effect and enzyme alone for no effect
Starred values were filed as active, the others as inactive; u = inconclusive; x = no result given; + = active, no number. Rule as the data show it, unless noted: active = inhibition above about 30%; inconclusive = no clear call, values can overlap the other calls; inactive = below that. The order is random (roughly 4.7% active in at least one column).

SMILES | BioA inh | PfHsp40 rescue | FBA Mtb inh | BoNT-A LC inh2 | GDH-TPI inh | BoNT-F LC inh | UGM FP inh | FadD28 binding | Anthrax LF inh2
Cc1cccc(C(=O)NC(Oc2ccccc2)C(Cl)(Cl)Cl)c1 (configuration not stated) | -0.2 | -0.4 | -8 | 0.0 | -1 | -4 | 0.2 | -1.9 | 2
CCOC(=O)CNC(=S)N(Cc1cccs1)C1CCCC1 | x | 0.2 | 0 | 0.8 | -1 | 2 | 0.5 | -6.7 | 0
O=C(CSc1nnc2ccc(-c3ccccn3)nn12)N1CCCC1 | x | 0.8 | 0 | -1.4 | 5 | -18 | x | -0.9 | -10
O=C(COc1ccccc1Cl)N1CCCC(N2CCN(c3ccc(F)cc3)CC2)C1 (configuration not stated) | 2.9 | 0.3 | -2 | 0.8 | 1 | 1 | -0.8 | -3.5 | 0
CC(C)NC(=O)CC1OC(=O)c2ccccc21 (configuration not stated) | -2.2 | -0.2 | 0 | 0.5 | 6 | 0 | 2.2 | -3.8 | -1
Cc1ccc(C(=O)NCC(=O)OCC(=O)NCC(F)(F)F)cc1 | x | -1.0 | 0 | -0.8 | 1 | -2 | 1.0 | -0.5 | -5
Cc1ccc(C(NC(=O)C(C)C)c2cc([N+](=O)[O-])c3cccnc3c2O)cc1 (configuration not stated) | x | -1.5 | -5 | 8.2 | 4 | 1 | 1.8 | 0.5 | 3
COc1ccc(CNC(=O)Cn2ccc(N)nc2=O)cc1 | -1.3 | 0.8 | 2 | 0.7 | 8 | -5 | 0.6 | 1.4 | -5
Cc1ccc(C(=O)N2CCCCCC2)cc1Br | x | 1.4 | 0 | -0.5 | -4 | 7 | -1.5 | 1.7 | 0
O=S(=O)(NC1CCCCC1)c1ccc(Br)s1 | -1.6 | 0.3 | 0 | -2.7 | 8 | 14 | 1.0 | -2.4 | -6
Clc1ccc(-c2cc(CSc3cccc(Cl)c3)on2)cc1 | -1.8 | -1.6 | 2 | -0.2 | 3 | -4 | 1.2 | -2.6 | -5
CCN(C(C)=O)N(CC)c1nc(Cl)nc(NC(C)C)n1 | x | -1.1 | -2 | -0.1 | 8 | 1 | 1.2 | -2.5 | 3
Cc1ccc(S(=O)(=O)N2CCN(CC3CC4C=CC3C4)CC2)cc1 (configuration not stated) | 0.4 | -0.4 | -6 | -0.6 | 0 | -23 | 0.4 | -2.9 | 0
O=C(NCc1ccccc1)C(c1ccco1)N(C(=O)c1csnn1)c1ccccc1F (configuration not stated) | 0.2 | -0.3 | 2 | -5.5 | -4 | -10 | -1.2 | -0.7 | -2
CC(C)=CCN1CCN(Cc2cc(CC(C)C)n[nH]2)CC1CCO (configuration not stated) | 0.8 | 3.9 | 0 | 0.3 | 8 | -2 | 1.3 | -2.9 | -3
COc1ccccc1N1CCN(S(=O)(=O)c2ccc3c4c(cccc24)C(=O)N3)CC1 | -0.6 | 1.3 | -1 | 0.9 | 14 | -15 | -1.1 | -1.7 | 8
NC(=O)c1cc(N=Nc2c(N)[nH]n(-c3c(Cl)cc(Cl)cc3Cl)c2=O)ccc1Cl | 0.7 | -0.1 | -2 | 0.5 | 10 | 4 | 0.4 | -0.7 | -6
Cn1c(=O)c2c(nc(N3CCOCC3)n2CCc2ccccc2)n(C)c1=O | -1.1 | -0.5 | 1 | -1.7 | 0 | 5 | 0.3 | -2.6 | -2
CC(C)(C)c1cc(C(C)(C)C)cc(S(=O)(=O)CCc2ccccn2)c1 | 2.4 | 0.9 | -2 | -1.5 | -2 | -17 | 0.0 | -3.8 | -1
O=C(CSc1nc2ccccc2o1)NCc1ccco1 | -0.8 | 1.3 | -5 | -0.5 | -2 | 1 | -1.9 | -3.5 | 0
C[C@H](NC(=O)N1CCn2c1nc1ccccc12)C(=O)NC1CC1 | -0.9 | 0.0 | -6 | -1.0 | -2 | -3 | 1.3 | -4.2 | -1
O=P(O)(O)COc1ccccc1P(=O)(c1ccccc1)c1ccccc1 | 0.7 | -0.4 | -3 | -0.6 | -2 | 11 | 1.8 | -1.5 | -3
CC(=O)c1ccc(-c2cnc3c(NC=O)cc(-c4ccc(C(=O)N5CCOCC5)cc4)cn23)cc1 | 4.1 | x | -5 | -0.4 | 16 | -10 | x | -4.6 | -1
CSc1ccc(OC2(C)CCN(Cc3ccc(OC(C)C)cc3)C2)cc1 (configuration not stated) | -0.9 | x | -1 | -0.3 | 3 | -8 | x | -0.8 | -2
CC(C)Cc1ccc(C#N)c(SCC(N)=O)n1 | 0.7 | 0.5 | 0 | 0.3 | -2 | -1 | -1.7 | -2.1 | -1
CC(C)NS(=O)(=O)c1ccc(Br)c(C(=O)OC(C)C(=O)NC2CCCCC2C)c1 (configuration not stated) | 0.1 | 1.0 | -2 | -0.6 | -17 | -9 | 3.1 | -3.6 | -2
Cc1sc2nc(SCC(=O)N(CCO)CCO)n(C3CCCCC3)c(=O)c2c1C | -0.7 | -0.7 | -1 | -0.3 | 1 | -5 | 2.1 | -4.4 | 1
CC1Sc2ccc(S(=O)(=O)NCCc3ccccc3)cc2NC1=O (configuration not stated) | 11 | 0.8 | 1 | -0.7 | -6 | -3 | -0.4 | -4.3 | -4
Cc1c([N+](=O)[O-])cc(C(=O)N2CCOCC2)cc1[N+](=O)[O-] | 1.3 | -0.3 | 2 | 1.2 | 10 | 0 | -1.4 | 1.3 | -5
Cn1cc([N+](=O)[O-])c(C(=O)N/N=C/c2ccncc2)n1 | -0.5 | 0.0 | 2 | -0.1 | 0 | -6 | -0.2 | 0.4 | -2
COc1cccc(CNC(=O)CSc2nnc3c(n2)[nH]c2ccc(OC)cc23)c1 | 3.3 | 0.5 | -1 | 0.1 | 9 | 6 | 0.0 | -1.0 | 0
CCOC(=O)CCNC(=O)c1ccccc1Br | 0.7 | 0.1 | -3 | -0.7 | -3 | -7 | 4.1 | -5.9 | -3
CCN1CCN(CCC(=O)Nc2ccccc2C)CC1 | -1.2 | -0.1 | 1 | 0.9 | -2 | 24 | -0.9 | -0.7 | -9
CC[C@]12C(=O)N(C)C[C@H]([C@@H]3C(=O)N(C)C(=O)[C@@H]31)N2C(=O)c1ccc(Cl)cc1 | 0.4 | -2.2 | 1 | 0.6 | 4 | 4 | x | -2.9 | 0
O=c1cc(NCc2ccc3c(c2)OCO3)[nH]c(=O)n1-c1ccc(Cl)cc1 | -0.1 | 0.2 | 0 | 0.6 | 1 | 7 | 5.8 | -3.0 | 3
COc1cccc(NC(=O)c2ccc3c(c2)N(CC(=O)N2CCCCC2)C(=O)C(C)(C)O3)c1 | -0.5 | 0.7 | -2 | 4.5 | 22 | 7 | 0.2 | -1.0 | 1
CCCOc1ccc(C(=O)CCC(=O)NNC(=O)Cn2nc(C)cc2C)cc1 | -1.9 | 0.9 | -1 | -1.5 | -4 | -4 | 2.6 | -0.9 | -3
Cc1cccn2c(=O)c(/C=C(\C#N)C(=O)NCc3ccco3)c(N3CCCCCC3)nc12 | 1.7 | x | -3 | -2.0 | -4 | u | -4.9 | -7.0 | 13
CC1CCCCC1NC(=O)CCS(=O)(=O)c1cccc2nonc12 (configuration not stated) | -0.1 | -2.0 | -3 | 0.1 | -3 | 13 | 1.7 | -1.5 | 0
O=C(c1cccc(C(F)(F)F)c1)N1CCC(O)(CS(=O)(=O)Cc2ccc(Cl)cc2)CC1 | -2.4 | -1.5 | 0 | -3.3 | 7 | -8 | 0.2 | 3.8 | -3
CC1(C)CC(=O)C=C(Nc2ccc(F)c(Cl)c2)C1 | 23 | -1.2 | 6 | 0.0 | 3 | 27 | -2.0 | -2.5 | -20
Clc1ccc(SCCOCCN2CCc3ccccc3C2)cc1 | x | 0.8 | 5 | 0.6 | 6 | -12 | 6.7 | -0.5 | -4
Nc1c(C(=O)Nc2ccccc2)nnn1-c1ccc2c(c1)OCCO2 | 0.6 | 3.3 | 4 | 0.2 | -9 | 5 | 2.9 | -0.6 | 0
COc1ccc(NC(=O)CCS(=O)(=O)c2ccc(OC)cc2)cc1 | 1.4 | 0.0 | -5 | -4.4 | -3 | -65 | 5.1 | -0.8 | -8
CCc1cc(=O)oc2c3c(cc(OCC(=O)NCCCC(=O)O)c12)OC(C)(C)CC3 | -0.5 | -0.2 | + | 4.4 | 11 | 19 | 1.5 | -0.6 | 11
O=C(COC(=O)CCSc1ccccc1Cl)NCc1ccco1 | x | -0.4 | 4 | -0.7 | 2 | 3 | -1.9 | -2.4 | -7
CCn1c(SCC(=O)N2CCc3ccccc32)nnc1-c1ccco1 | 0.1 | 0.3 | -3 | -0.1 | 0 | 22 | -0.8 | -1.1 | 1
CCCCC[C@@H]1C=C(C(=O)O)[C@H](c2cccc(C)c2)N1S(=O)(=O)c1ccc(C)cc1 | 2.5 | 6.5 | 2 | -1.2 | 9 | -13 | -0.7 | 0.9 | -2
CCN(CC)C(=O)[C@H]1C[C@H](CC(=O)NCc2ccco2)C(=O)N2CCc3c([nH]c4cc(CCC(=O)N(C)C)ccc34)[C@]12C | 0.6 | 0.9 | -1 | -0.5 | -1 | 5 | x | -2.8 | 0
Cc1ccc(Nc2ncnc3nc[nH]c23)cc1Cl | 0.7 | 0.1 | 0 | -0.5 | 4 | -1 | -1.2 | -7.0 | -6

Additional structures:
SMILES | BioA inh | PfHsp40 rescue | FBA Mtb inh | BoNT-A LC inh2 | GDH-TPI inh | BoNT-F LC inh | UGM FP inh | FadD28 binding | Anthrax LF inh2
N/C(CC(=O)Nc1ccc(F)cc1F)=N\OC(=O)c1cccs1 | x | 1.1 | 23 | -0.5 | 9 | -6 | 0.1 | 0.3 | -3
CN=C(Cc1ccccc1)C1=C(O)CC(C)(C)CC1=O | x | 7.1 | 2 | -0.2 | 11 | -2 | -1.7 | -0.4 | -7
NC(=O)C1CCN(CCS(=O)(=O)c2ccc(Cl)cc2)CC1 | x | 0.1 | 4 | -0.1 | 5 | 6 | -2.4 | 0.8 | -8
Oc1c(Br)cc(/C=N/n2c(-c3ccccc3)n[nH]c2=S)c(O)c1Br | 13 | 1.7 | 4 | -1.9 | 36* | u | -0.4 | u | 10
Cc1ccc(OCC(=O)NCCNC(=O)c2cccnc2)cc1C | -0.6 | 0.4 | 0 | 0.1 | 13 | -5 | 2.1 | -0.8 | -2
Fc1ccc(-c2csc3ncnc(N4CCc5ccccc5C4)c23)cc1 | 1.3 | 18 | -2 | -0.2 | -1 | 2 | -2.0 | -5.2 | -3
Cc1cccc(NC(=O)CN2C(=O)NC3(CCCCCCC3)C2=O)c1C | 1.1 | -0.2 | -1 | 0.0 | -7 | -4 | -1.3 | -1.9 | -2
COc1ccc(CNC(=O)CC23CC4CC(CC(C4)C2)C3)cc1OC | -0.2 | -0.9 | -4 | 1.5 | -9 | 8 | -2.5 | -2.2 | -6
Cc1nn(-c2ccccc2)c(C)c1C(=O)Oc1ccccc1 | 2.2 | 2.5 | 0 | 2.7 | 7 | u | 3.5 | -0.7 | 3
CS(=O)(=O)N(CC(=O)NCC1CCCO1)c1ccc(F)c(Cl)c1 (configuration not stated) | -1.5 | 0.4 | 2 | 0.4 | -6 | -3 | -2.0 | -2.4 | -5
Cc1nnc(NC(=O)C2CCCCC2)s1 | -3.0 | -0.1 | -1 | u | 7 | -4 | -1.0 | -0.9 | -3

Among those listed so far, these have a CF3 group:
SMILES | BioA inh | PfHsp40 rescue | FBA Mtb inh | BoNT-A LC inh2 | GDH-TPI inh | BoNT-F LC inh | UGM FP inh | FadD28 binding | Anthrax LF inh2
Cc1ccc(C(=O)NCC(=O)OCC(=O)NCC(F)(F)F)cc1 | x | -1.0 | 0 | -0.8 | 1 | -2 | 1.0 | -0.5 | -5
O=C(c1cccc(C(F)(F)F)c1)N1CCC(O)(CS(=O)(=O)Cc2ccc(Cl)cc2)CC1 | -2.4 | -1.5 | 0 | -3.3 | 7 | -8 | 0.2 | 3.8 | -3

Two entries from above, reformatted:
canonical_smiles	BioA inh	PfHsp40 rescue	FBA Mtb inh	BoNT-A LC inh2	GDH-TPI inh	BoNT-F LC inh	UGM FP inh	FadD28 binding	Anthrax LF inh2
Cc1nnc(NC(=O)C2CCCCC2)s1	-3.0	-0.1	-1	u	7	-4	-1.0	-0.9	-3
Oc1c(Br)cc(/C=N/n2c(-c3ccccc3)n[nH]c2=S)c(O)c1Br	13	1.7	4	-1.9	36*	u	-0.4	u	10
